# Screening results (PubChem)
# KOR beta-arrestin-1: KOR agonists, beta-arrestin recruitment, primary screen, cell-based, luminescence, uHTS (AID 1777); KOR beta-arrestin recruitment, luminescence; higher % means a stronger effect; actives 0.02% (n = 280,000); one-dose activation, % at 10 µM; EC50 in µM for titrated hits; in the data active = activation above about 50%, passing the limit was not always enough; note: a part of the inactive calls stands beside numbers as strong as those of hits
# XIAP antagonists: XIAP antagonists, biochemical, IAP family, fluorescence polarization (AID 1018); XIAP BIR domain, fluorescence polarization peptide displacement; higher % means a stronger effect; displacement, % at 20 µM, or IC50 in µM where a hit was titrated; actives 0.007% (n = 200,000); in the data active = displacement above about 50%; note: a part of the inactive calls stands beside numbers as strong as those of hits
# human PMI inhibition: MPI enzyme activity inhibition – biochemical, fluorescence intensity, coupled assay, primary screen (AID 1209); purified PMI enzyme, coupled fluorescence intensity; higher % means a stronger effect; one-dose inhibition, % at 20 µM; IC50 in µM for titrated hits; actives 0.42% (n = 190,000);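 note: plate controls were DMSO vehicle for no effect and wells lacking substrate for full effect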
# HEK293 NOD2/NF-kB: inhibition of NOD2-driven NF-kB reporter – cell-based, luminescence, uHTS, HEK293 (AID 1566); actives 0.63% (n = 290,000); one-dose inhibition, % at 4 µM; EC50 in µM for titrated hits; HEK293 NOD2/NF-kB luciferase reporter, luminescence; higher % means a stronger effect; note: many of its hits are not listed in these tables
# NOD1 inhibition: NOD1 signaling inhibitors, primary screen, cell-based, luminescence, uHTS (AID 1578); one-dose inhibition, % at 4 µM; EC50 in µM for titrated hits; NOD1-driven NF-kB luciferase reporter cells, luminescence; higher % means a stronger effect; actives 1% (n = 290,000); in the data active = inhibition mostly above about 36%, no sharp cut-off; inactive = mostly below about 34%;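 note: HEK-293T reporter cells stimulated with the NOD1 agonist gamma-tri-DAP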
# PMI inhibition: MPI inhibition at elevated mannose 6-phosphate – biochemical, fluorescence intensity, high mannose 6-phosphate, primary screen (AID 1220); recombinant PMI enzyme, coupled fluorescence intensity; higher % means a stronger effect; inhibition, % at 20 µM; hits with a dose series show IC50 in µM; actives 0.66% (n = 190,000)
# KOR beta-arrestin-2: kappa opioid receptor blockers – cell-based, luminescence, uHTS (AID 1778); inhibition, % at 10 µM; hits with a dose series show IC50 in µM; KOR beta-arrestin recruitment, luminescence, antagonist mode; higher % means a stronger effect; actives 0.091% (n = 290,000); note: strong numbers were not always called active
# LYP phosphatase: PTPN22 lymphoid phosphatase activity blockers – biochemical, fluorescence intensity, uHTS (AID 1779); recombinant LYP phosphatase, fluorescence intensity; higher % means a stronger effect; inhibition, % at 11.5 µM; hits with a dose series show IC50 in µM; actives 0.054% (n = 290,000);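 note: plate controls were vehicle with enzyme for no effect and no enzyme for full effect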
# TNAP activators: stimulation of alkaline phosphatase TNAP activity – biochemical, luminescent, no phosphate acceptor, uHTS, primary screen (AID 1001). activation fold at 20 µM; hits with a dose series show EC50 in µM. actives 0.03% (n = 200,000). purified TNAP, luminescent activation assay, no phosphate acceptor; higher activation fold means a stronger effect; in the data active = activation fold from about 3, or a potency from the dose series; inactive = the rest, 99 in 100 with activation fold below about 1.6; note: many of its hits are not listed in these tables
# Active calls of the source: *; · = no result given; [ ] = dose if it differs, or a comment. Cut-off read from the data, not from the text of the source, unless noted: active = inhibition above about 50%; inactive = the rest. This is a subset (hit frequency here may not be typical).
KOR beta-arrestin-1	XIAP antagonists	human PMI inhibition	HEK293 NOD2/NF-kB	NOD1 inhibition	PMI inhibition	KOR beta-arrestin-2	LYP phosphatase	TNAP activators	Compound
0.0%	-3.8%	-7%	-3%	-12%	-4%	19%	-8%	1.1	NC(=O)C1(NC(=O)[C@@H]2CC3(CC(c4cccc(NC(=O)[C@@H]5CCC(=O)N5)c4)=NO3)CN2C(=O)Cc2ccc(C(F)(F)F)cc2)CC1 (stereo not given in full)
0.5%	·	·	23%	-10%	·	-18%	-6%	·	CCCC(C)NC(=O)CN1C(=O)NC2(CCc3ccccc32)C1=O (stereo not given)
0.0%	-7.3%	11%	-182%	-39%	6%	-81%[20 µM]	0%	1.1	COc1ccc(Nc2nc3ccccc3s2)cc1
8.1%	·	·	-45%	-58%	·	-9%	-1%	·	Cc1ccc(OCc2cc(C(=O)NCC(C)(C)N3CCOCC3)no2)cc1C
2.8%	-1.1%	4%	18%	21%	7%	-25%	-3%	1	COc1ccc(-c2cc(C(F)(F)F)c3c(=O)n(-c4ccccc4)[nH]c3n2)cc1
7.5%	·	·	-38%	5%	·	-33%	-7%	·	CC(=O)c1ccc(OCc2cc(C(=O)N3CCC(Oc4ccccc4C)CC3)no2)cc1
-6.7%	-1.8%	-4%	-7%	-7%	0%	12%	-7%	1.1	O=C(CN(C(=O)CNS(=O)(=O)c1ccccc1)C1CCCC1)NCc1ccco1
-6.9%	0.0%	-7%	8%	16%	-2%	-12%	-2%	1.1	C=C(C)CN=c1scc(C)n1/N=C/c1ccco1
-0.3%	·	·	26%	15%	·	0%	-12%	·	Cc1ccc(C(=O)Nc2cccc(C(=O)NC3CCCCC3)c2)cc1
-8.3%	-4.4%	13%	13%	-14%	3%	17%[20 µM]	-7%	1	Cn1nnc(NC(=S)NC(=O)Cc2ccccc2)n1
-4.5%	·	·	5%	-20%	·	-42%[20 µM]	-2%	·	COc1ccc(S(=O)(=O)N2CCCC(N(C)CCc3ccccc3)C2)cc1OC (stereo not given)
-3.3%	·	·	7%	14%	·	-17%[20 µM]	-8%	·	O=S(=O)(c1ccccc1)N1CCN(c2cccc(Cl)c2)CC1
-0.1%	·	·	0%	1%	·	13%	-8%	·	Cc1ccc(C(=O)O)c(C(=O)Nc2nc3ccccc3s2)c1
6.8%	·	·	16%	-8%	·	-16%	-4%	·	CCn1c(SCC(=O)Nc2ccc(OC)cc2)nc2c1c(=O)n(C)c(=O)n2C
1.0%	-3.3%	-7%	7%	37%	-3%	15%	-8%	1.1	C=CCCCCCCCCC(=O)NNC1=CC(=O)CC(C)(C)C1

# The last three records of the part above lead into the next.
KOR beta-arrestin-1	XIAP antagonists	human PMI inhibition	HEK293 NOD2/NF-kB	NOD1 inhibition	PMI inhibition	KOR beta-arrestin-2	LYP phosphatase	TNAP activators	Compound
-0.1%	·	·	0%	1%	·	13%	-8%	·	Cc1ccc(C(=O)O)c(C(=O)Nc2nc3ccccc3s2)c1
6.8%	·	·	16%	-8%	·	-16%	-4%	·	CCn1c(SCC(=O)Nc2ccc(OC)cc2)nc2c1c(=O)n(C)c(=O)n2C
1.0%	-3.3%	-7%	7%	37%	-3%	15%	-8%	1.1	C=CCCCCCCCCC(=O)NNC1=CC(=O)CC(C)(C)C1
2.3%	·	·	-9%	-5%	·	-23%[20 µM]	-3%	·	CC(=O)Nc1ccc(C2Nc3cc(C)c(C)cc3NC3=C2C(=O)CC(C)(C)C3)cc1 (stereo not given)
5.3%	-3.1%	-4%	5%	-26%	3%	-29%	-4%	1	COc1ccccc1-c1noc(-c2ccccc2C(=O)Nc2ccccc2)n1
-0.5%	-11%	-4%	6%	-7%	11%	-20%	-6%	1.1	COc1ccccc1NC(=O)CS(=O)(=O)c1cn(CC(=O)N2CCOCC2)c2ccccc12
4.0%	·	·	21%	15%	·	-16%[20 µM]	-13%	·	CCC(C)Nc1nc2c(c(=O)[nH]c(=O)n2C)n1CCCc1ccccc1 (stereo not given)
3.5%	-2.4%	2%	0%	-34%	1%	-7%	0%	1.1	Clc1ccc(CSc2ncccn2)cc1
0.2%	-6.1%	5%	-20%	-3%	1%	6%	55%*	1.1	O=C(CCN1C(=O)C2CC=C(Cl)CC2C1=O)NCc1ccco1 (stereo not given)
1.0%	-2.1%	-7%	10%	-9%	-7%	-3%	-2%	1.1	Cc1nc(Sc2nnnn2-c2ccccc2)c(C#N)c(C)c1C
1.8%	-3.3%	22%	11%	-1%	11%	-5%	-3%	1.1	S=C(Nc1ccc(Cl)c(Cl)c1)N1CCOCC1
7.6%	-7.4%	2%	-7%	16%	-6%	-53%	-2%	1.1	c1ccc(C(Cc2nc(-c3ccccn3)no2)c2ccccc2)cc1
5.3%	-6.1%	15%	17%	-22%	11%	-12%	-5%	1.1	COc1cccc(OCc2nnc(SCC(=O)OC3CCCCC3)n2C)c1
-1.4%	·	·	-2%	-13%	·	-18%	-6%	·	COc1ccc(CNC(=O)CC23CC4CC(CC(C4)C2)C3)cc1
-1.4%	·	·	-25%	-14%	·	19%	0%	·	Cn1c(SCc2cccc(F)c2)nnc1-c1cnccn1
0.3%	·	·	-18%	0%	·	·	-6%	·	CS(=O)(=O)c1ccc2nnn(OCC(=O)Nc3cccc(C#N)c3)c2c1
-2.7%	-6.8%	8%	8%	3%	8%	-28%[20 µM]	-5%	1.1	Cc1ccc(S(=O)(=O)Nc2cccc(Oc3cnccn3)c2)cc1
3.3%	-21%	7%	38%	41%	9%	-23%	-1%	1	Cc1ccc(C)c(S(=O)(=O)Nc2ccccc2C(=O)Nc2cc(C)on2)c1
-5.5%	-7.1%	-1%	2%	-5%	-1%	-5%	-5%	1	COC(=O)CC1C(=O)NCCN1C(=O)CSc1nnnn1-c1ccc(OC)cc1 (stereo not given)
-1.4%	-2.3%	22%	1%	-18%	14%	2%	2%	1	O=C(Nc1ccc(OC(F)F)c(Cl)c1)C(c1ccccc1)c1ccccc1
-6.9%	·	·	16%	-15%	·	9%	-7%	·	Cc1ccc(C2=NN(CC(=O)NCCN(C)C)C(=O)CC2)cc1
15%	-3.0%	-1%	7%	7%	2%	17%	-5%	1.1	O=C(NCc1ccncc1)c1cccc(F)c1
12%	·	·	-25%	-6%	·	-5%	-1%	·	Cc1cc(C)c2cc(C#N)c(SCC(=O)Nc3ccc4c(c3)OCO4)nc2c1
-5.6%	-5.1%	3%	10%	-1%	8%	-8%	-8%	1.1	Cc1ccc(-c2nc(CSCC(=O)N3CCN(C(=O)c4ccco4)CC3)c(C)o2)cc1
2.3%	-2.6%	-6%	-48%	-38%	-9%	-33%	-5%	1	O=C(Nc1ccc(Br)cc1)c1ccco1
3.8%	·	·	8%	-8%	·	-4%	7%	·	CC(C)CCN1C(=O)c2ccc(C(=O)Nc3ccccc3C(=O)O)cc2C1=O
1.9%	-0.6%	5%	11%	0%	6%	-15%	-5%	1.1	O=C(NC1CCCCC1)C1CC(=O)N(c2ccc(Cl)cc2)C1 (stereo not given)
-4.5%	-2.2%	-11%	15%	5%	-2%	2%	-8%	1.2	COCCCNC(=O)C1CC(=O)N(c2ccc(C)cc2)C1 (stereo not given)
4.8%	-4.3%	-3%	-52%	-49%	-5%	-9%	-7%	1	Cc1ccc(-c2cc(C(=O)NCc3cccs3)no2)cc1
1.7%	-0.4%	3%	4%	0%	9%	-2%	-2%	1.1	Cc1c(C(=O)N2CCCc3ccccc32)oc2ccc(S(=O)(=O)N3CCOCC3)cc12
0.0%	-6.0%	-9%	3%	3%	5%	2%	-8%	1.1	O=C(COC(=O)CCC(=O)c1ccc(Cl)cc1)NCC1CCCO1 (stereo not given)
0.0%	-3.7%	-3%	-9%	-30%	2%	17%	-4%	1.2	Cc1c(C)n(CCc2c[nH]c3ccccc23)ccc1=O
-6.1%	-0.6%	2%	6%	-35%	4%	-6%	-4%	0.8	CC(C)(C)n1nc2c(c1NC(=O)COc1ccc(Cl)cc1)CS(=O)(=O)C2

# Arranged by length of the SMILES (lowest first): some entries from above.
KOR beta-arrestin-1	XIAP antagonists	human PMI inhibition	HEK293 NOD2/NF-kB	NOD1 inhibition	PMI inhibition	KOR beta-arrestin-2	LYP phosphatase	TNAP activators	Compound
0.0%	-3.7%	-3%	-9%	-30%	2%	17%	-4%	1.2	Cc1c(C)n(CCc2c[nH]c3ccccc23)ccc1=O
1.9%	-0.6%	5%	11%	0%	6%	-15%	-5%	1.1	O=C(NC1CCCCC1)C1CC(=O)N(c2ccc(Cl)cc2)C1 (stereo not given)
-6.9%	·	·	16%	-15%	·	9%	-7%	·	Cc1ccc(C2=NN(CC(=O)NCCN(C)C)C(=O)CC2)cc1

# (next part)
KOR beta-arrestin-1	XIAP antagonists	human PMI inhibition	HEK293 NOD2/NF-kB	NOD1 inhibition	PMI inhibition	KOR beta-arrestin-2	LYP phosphatase	TNAP activators	Compound
·	-4.6%	-3%	-2%	-25%	-2%	13%[20 µM]	-9%	1	COCC1CCN(Cc2cn[nH]c2-c2cc(OC)c(OC)c(OC)c2)CC1
2.2%	·	·	5%	-4%	·	20%	-9%	·	CCCCN(C)S(=O)(=O)c1cc2c3c(c1)CCC(=O)N3CCC2
-1.8%	-6.5%	-3%	-119%	-36%	-8%	-24%	0%	1	Cc1nc(-c2coc3cc(O)c(C)cc3c2=O)cs1
1.9%	·	·	16%	-8%	·	12%	-7%	·	COCCCNC1=C(Cl)C(=O)c2ccccc2C1=O
-2.4%	·	·	36%	0%	·	23%	-7%	·	COc1ccc(-n2ncc3c(=O)n(CC(=O)NC(C)C)cnc32)cc1
7.5%	·	·	-18%	5%	·	7%	-2%	·	COc1cc2c(cc1OC)CN(C(=O)/C=C/c1cc(OC)c(OC)c(OC)c1)CC2
-2.0%	-2.4%	3%	-75%	-28%	2%	-24%	-4%	1	COc1ccc(C(=O)NC2CCN(C(=S)Nc3ccccc3C)CC2)cc1
1.1%	-4.0%	8%	3%	-35%	6%	19%	5%	1.1	CCOC(=O)CC(c1ccc([N+](=O)[O-])cc1)n1c(C)ccc1C (stereo not given)
-1.5%	-2.2%	6%	7%	-31%	4%	9%	3%	1.1	COc1ccc(C2C(C(=O)Nc3cccc(C)n3)c3ccccc3C(=O)N2C)cc1OC (stereo not given)
1.4%	-2.9%	-5%	3%	-40%	-4%	-6%	-2%	1	O=C(Nc1ccccc1NC(=O)c1csnn1)c1csnn1
-4.2%	-14%	12%	-21%	7%	7%	-7%	1%	0.9	COc1ccc(S(=O)(=O)N(C(=O)C(C)C)c2ccc3oc(=O)sc3c2)cc1
·	-7.8%	-2%	12%	-46%	7%	11%[20 µM]	-5%	1.1	O=C(NCCN1CCCC1)c1ccccc1Cl
1.2%	·	·	13%	-11%	·	34%	0%	·	Cn1nnc(NC(=S)NC(=O)c2ccccc2)n1
-0.7%	·	·	17%	-1%	·	-15%	-3%	·	O=[N+]([O-])c1ccc(-c2nn(-c3ccccc3)cc2/C=N/n2c(-c3ccncc3)n[nH]c2=S)cc1
-4.7%	-5.7%	4%	18%	7%	-3%	-1%	-6%	1.2	CCOC(=O)CCCNC(=O)COC(=O)c1cc2ccccc2cc1O
2.4%	·	·	-26%	-13%	·	-1%	-1%	·	O=C(CSc1nnnn1C1CCCC1)NCCc1ccccc1
-2.6%	·	·	16%	-14%	·	-1%	-9%	·	CCOC(=O)CN1C(=O)S/C(=C/c2ccc(C)o2)C1=O
2.7%	·	·	15%	-7%	·	-54%	-1%	·	COc1ccc2c(/C=N/NS(=O)(=O)c3ccc(C)cc3)c[nH]c2c1
-6.9%	-9.0%	1%	18%	-5%	0%	-4%	-4%	1.1	CCC(C)(NC(=O)c1ccccn1)C(=O)NC1CCCC1 (stereo not given)
-3.1%	-9.9%	12%	-33%	-31%	-2%	-43%	6%	1	COc1cccc(NC(=S)N/N=C2\CC3CCC2(C)C3(C)C)c1 (stereo not given)
